High-throughput results deposited in PubChem BioAssay by The Scripps Research Institute Molecular Screening Center.
CCHF vOTU inh = CCHFV vOTU protease inhibitors, primary screen, biochemical, Pep-AMC substrate, fluorescence | Crimean-Congo hemorrhagic fever virus L polyprotein viral ovarian tumor (vOTU) protease … | inhibition, % at 11.5 µM | 0.55% of 370,000 active; in the data active = inhibition above about 30%; also: 0% = vehicle wells with enzyme and 100% = no enzyme wells
* hit, by the source's call. A portion of the library; count on the stated rates, not on these rows.

structure	CCHF vOTU inh
COC(=O)c1cc(-c2cccc(OC(F)(F)F)c2)c(=O)n2c1CCC2	6
Cc1cccc(C)c1NC(=O)C1(C)CSCC(=O)N1Cc1cccs1 (configuration not stated)	18
Cn1c(=O)c2[nH]c(SCC(=O)NCCc3ccc(F)cc3)nc2n(C)c1=O	2
Nc1cccc2c1CN(C1CCC(=O)NC1=O)C2=O (configuration not stated)	4
C/C(=C/c1c[n+](Cc2ccc3c(c2)OCO3)c(N)[nH]1)Cn1[nH]c(=O)n(-c2ccccc2)c1=O	-6
CC(C)C[C@@H]1COc2cc(NCCO)ccc2S(=O)(=O)N1	0
Cc1occc1-c1nnc(SCC(=O)N[C@@H]2CCc3ccccc32)n1-c1ccccc1	6
O=C1N(c2ccccc2)CC2C(c3ccccc3)C(c3ccccc3)N3CCCC123 (configuration not stated)	-2

Random excerpt: 2 entries already listed.
structure	CCHF vOTU inh
O=C1N(c2ccccc2)CC2C(c3ccccc3)C(c3ccccc3)N3CCCC123 (configuration not stated)	-2
Cn1c(=O)c2[nH]c(SCC(=O)NCCc3ccc(F)cc3)nc2n(C)c1=O	2

Next part:
structure	CCHF vOTU inh
CCCCN(C)C(=O)C1CCN(S(=O)(=O)c2ccc3[nH]c(=O)oc3c2)CC1	-1
COc1cccc(CNC(=O)[C@H]2CCCN2C(=O)[C@H]2CCCN2C(=O)c2c(F)cccc2F)c1	-3
C=CC[C@@H]1NN2C(=O)[C@@H](CCc3ccccc3)[C@@H]3c4ccccc4C=NN3[C@@H]2c2ccccc21	6
CN1Cc2nnn(Cc3ccccc3)c2-c2ccccc2S1(=O)=O	-5
Cc1cc(N2CCN(CC(C)(C)O)C[C@H]2C)ccc1N1CCN(Cc2ccccc2)[C@@H](C)C1	23
COC(=O)[C@]12C[C@H](CC(=O)NCc3cccc(C(F)(F)F)c3)C(=O)N(Cc3ccccc3)C1=C[C@H](C(C)C)O[C@@H]2C1CC1	41*
S=C(SCc1cc(Cl)cc2c1OCOC2)N1CCSCC1	0
CN1[C@H](Cc2ccccc2)COc2cc(N3CCSCC3)ccc2S1(=O)=O	4
Cc1nn(-c2ccccc2)c2sc(C(=O)NCCc3ccccc3)cc12	3
CCNC(=S)NNC(=O)c1cnccn1	-2
C=CCn1c(SCC(N)=O)nnc1-c1ccccc1OC	-5
Cc1ccc(S(=O)(=O)N(CCc2ccccc2)CC(=O)N2CCOCC2)cc1	-7
CN(Cc1ccccc1)S(=O)(=O)c1cccc(C(=O)OCc2ccc(C(F)(F)F)cc2)c1	9
COCCCNC(=O)C[C@@H]1C(=O)N2CCCC3=C2[C@@]1(C(=O)OC)CCCC3	-8
O=S1(=O)c2ccc(Br)cc2OC[C@@H](Cc2ccccc2)N1Cc1cn(Cc2ccc(Cl)cc2)nn1	6
CCNC(=O)N1CCN(c2ccc(N3CCN(C(=O)NCC)[C@H](C)C3)c(C)c2)[C@H](C)C1	10
C=CC[C@]12C[C@@]3(O[C@H](C4CCCCC4)N=C3C[C@H](c3ccc(OC)cc3)[C@H]1C)N(Cc1ccncc1)C2=O	12
Cc1cccc(C)c1NC(=O)C(c1ccccc1)n1c(=O)c(-c2ccco2)nc2ccccc21 (configuration not stated)	3
COc1ccc(N/C(=C\C(=O)c2ccccc2)c2ccccc2)cc1OC	0
O=C(CSc1nnc(-c2ccncc2)n1-c1ccc(Br)cc1)c1ccccc1	1
CCNC(=O)N1CCN(c2ccc(N3CCN(Cc4ccccc4)[C@H](C)C3)c(C)c2)[C@H](C)C1	-1
CCOc1ccc(NC(=O)CN2CCCN(c3ccc(OC)cc3)CC2)cc1	1
COC(=O)[C@@]12C[C@@H](CC(=O)NCc3cccc4ccccc34)C(=O)N(CCc3ccc(OC)c(OC)c3)C1=CCC(C)(C)C2	7
O=C(c1ccccc1C(F)(F)F)N1CCC(Oc2cccnc2)CC1	-8
O=C(NC1CCCC1)C(c1ccccc1)n1c(Cc2cc(F)cc(F)c2)nc2ccccc21 (configuration not stated)	2
COc1ccc(C=O)cc1-c1cc(C(C)=O)c2n(c1=O)CCC2	1
CCOC(=O)C1(Cc2ccccc2)CCN(Cc2ccccc2[N+](=O)[O-])CC1	-3
O=C(CCn1nnc2ccccc21)N1CCN(c2ccccc2F)CC1	1
COCCCNC(=O)Cn1nc(Cc2ccncc2)c2ccccc2c1=O	0
N#Cc1ccccc1OC[C@@H](O)CN1CCC(C(O)(c2ccccc2)c2ccccc2)CC1	3
CC(CCN1CCC(C(O)(c2ccccc2)c2ccccc2)CC1)Oc1ccc(F)cc1 (configuration not stated)	4
O=C1CC2c3cc(-c4cc5ccccc5o4)ccc3CCN2C(=O)CN1Cc1ccccc1 (configuration not stated)	1
O=C(CN1C(=O)[C@@H](Cc2ccccc2)N=C(c2ccccc2)c2ccccc21)NC1CCCCC1	9
O=C(NC1CCCC1)[C@@H]1CCCN1C(=O)[C@H](Cc1cccnc1)NC(=O)N1CCOCC1	-6
CC1(C(=O)NCc2ccccc2)CN(S(C)(=O)=O)CC(=O)N1Cc1cccc(C(F)(F)F)c1 (configuration not stated)	-3
CCCCNc1ccc2c(c1)OC[C@H](Cc1ccccc1)NS2(=O)=O	3
COc1ccc(NC(=O)C(c2ccccc2F)n2c(=O)c(-c3ccco3)nc3ccccc32)cc1 (configuration not stated)	10
CCOC(=O)[C@]12CCCC3=C1N(CCC3)C(=O)[C@@H](CC(=O)NCCCN1CCCC1=O)C2	-3
CC(C)(C)S(=O)N1C[C@@H]2CC(=O)C(CCO)=C2[C@H]1CCO (some centres not stated)	3
COc1ccc(-c2ccc3c(n2)CCCN3S(=O)(=O)c2ccc(C)cc2)cc1	-2
O=C(NC1CCCCN(Cc2ccc(Cl)cc2)C1=O)c1ccc(COc2ccccc2)cc1 (configuration not stated)	4
O=S1(=O)c2c(cccc2N2CCSCC2)Oc2ccccc2CN1Cc1cn(Cc2ccc(C(F)(F)F)cc2)nn1	9
COC(=O)C1=C(C)N(Cc2ccc(C(F)(F)F)cc2)C(=NCc2ccccc2)NC1c1cccc(C(F)(F)F)c1 (configuration not stated)	21
COC(=O)[C@H](NC(=O)c1cc([C@@H](NC(=O)OC(C)(C)C)C(C)C)sc1N)C(C)C	9
O=C(CCc1nc(-c2ccccc2F)no1)NCCc1c[nH]c2ccccc12	-6
C[C@H]1COc2cc(NCCCN3CCOCC3)ccc2S(=O)(=O)N1	5
Cc1ccc(Cn2cc(COC(=O)N(C)Cc3ccccc3)nn2)cc1	1
COC(=O)[C@]12C[C@H](CC(=O)NCCc3ccccc3OC)C(=O)N(CCc3ccc(OC)c(OC)c3)C1=C[C@H](C1CCCC1)O[C@@H]2C	15
O=C(OC12CCCN(C1)/C(=C/c1ccc(Cl)cc1)C2)c1ccc(F)cc1 (configuration not stated)	2
COc1ccc(-c2nc3c(C)cc(Br)cn3c2Cc2ccccc2C(F)(F)F)cc1OC	7
COc1ccc(Sc2cccc3c2S(=O)(=O)N([C@H](C)c2ccccc2)C[C@@H](COCc2ccccc2)O3)cc1OC	1
CN1CCN(c2ccc3c(c2)Oc2ccccc2CN(Cc2cn(Cc4ccccc4C(F)(F)F)nn2)S3(=O)=O)CC1	-4
CCCCCn1nnnc1C1(C)CCC(=O)N1Cc1ccco1 (configuration not stated)	3
Cc1cc(=O)[nH]c(SCC(=O)Nc2ccc(F)c(F)c2)n1	-4
COc1cccc(C(=O)N[C@H](C(=O)N2CCC[C@H]2C(=O)NC2CCCC2)c2ccccc2)c1	-4
Cc1cc(=O)oc2cc(OCc3c(F)cccc3Cl)ccc12	-8

Additional compounds:
structure	CCHF vOTU inh
CCCCCCCCN1C(=O)[C@@H](CC(=O)NCC23CC4CC(CC(C4)C2)C3)C[C@@]2(C(=O)OC)C1=C[C@H](C(C)(C)C)O[C@@H]2C	-1
CC(C)C1=CC2C3C(=O)N(c4ccccc4)C(=O)C3C1C(=O)C2(C)O (configuration not stated)	-7
CCCCCCCCN1C(=O)[C@@H](CC(=O)NCc2cccc(C(F)(F)F)c2)C[C@@]2(C(=O)OC)C1=C[C@H](COCc1ccccc1)O[C@@H]2C	32*
C[C@H]1C2CC(OC(=O)NCc3ccccc3)C(C2)[C@H]2CCCCN21 (some centres not stated)	2
C=CCN1[C@@H](CC(C)C)COc2cc(F)ccc2S1(=O)=O	6
CCCN(C(=O)CCc1cn(CCC)c2ccccc12)c1ccc(Oc2cccnc2)cc1	12
O=C(NC1CCCCN(Cc2cccc(C(F)(F)F)c2)C1=O)c1ccc(Cl)c(Cl)c1 (configuration not stated)	10
COC(=O)[C@]12C[C@H](CC(=O)NCCCCc3ccccc3)C(=O)N(Cc3ccco3)C1=C[C@H](COCc1ccccc1)O[C@@H]2C	9
CN[C@H]1C[C@H]2c3[nH]c4c(-c5ccc6c(c5)OCO6)cccc4c3CCN2C(=O)[C@H]1[C@H](C)O	-16
C[C@H](O)[C@@H]1CN2CCc3c([nH]c4c(-c5ccc6c(c5)OCO6)cccc34)[C@@H]2C[C@@H]1N(C)C(=O)NC1CCCCC1	-1
COc1ccc2c(c(-c3ccccc3)cn2C)c1-c1ccccc1	-3
CC[C@@H]1C[C@H]2CC[C@H](O2)[C@H](C)C(=O)O[C@@H](C)C[C@@H]2CC[C@@H](O2)[C@@H](C)C(=O)O[C@H](C)C[C@H]2CC[C@H](O2)[C@H](C)C(=O)O[C@@H](C)C[C@@H]2CC[C@@H](O2)[C@@H](C)C(=O)O1	7
COC(=O)[C@]12C[C@H](CC(=O)N3CCSCC3)C(=O)N(CCc3ccc(OC)c(OC)c3)C1=C[C@H](C(C)C)O[C@@H]2C1CC1	7
O=C(COC(=O)c1ccc(Sc2ncn[nH]2)c([N+](=O)[O-])c1)Nc1ccc(Cl)cc1	14
O=C(Nc1ccc(F)cc1)C(c1ccncc1)N1CCN(c2cccc(C(F)(F)F)n2)CC1 (configuration not stated)	25
COc1ccc(-n2c(SCc3nc4ccccc4[nH]3)nc3ccccc3c2=O)cc1	0
COc1ccc(C2O[C@@H](C)[C@@H]3C(=O)N4CCc5c([nH]c6ccccc56)[C@@H]4C[C@@H]3N2C)cc1 (some centres not stated)	-10
CCC(c1nc2ccccc2[nH]1)n1c(C)nc2ccccc21 (configuration not stated)	-11
C[C@H]1C2CC(OC(=O)Nc3cccc(C(F)(F)F)c3)C(C2)[C@H]2CCCCN21 (some centres not stated)	2
C=CCN1C(=O)[C@@H](CC(=O)N2CCN(C(=O)OCC)CC2)[C@]2(C(=O)OCC)CCCCC/C=C/12	-2
NC(=O)C1=CN([C@@H]2O[C@H](COP(=O)(O)OP(=O)(O)OC[C@H]3O[C@@H](n4cnc5c(N)ncnc54)[C@H](O)[C@@H]3O)[C@@H](O)[C@H]2O)C=CC1	-2
CCOC(=O)[C@]12CCCC=C1N(Cc1ccc(OC)cc1)C(=O)[C@@H]2CC(=O)NCCC(C)C	10
Cc1ccc(-c2nnc(SCC(=O)Nc3ccc(F)cc3F)n2Cc2ccco2)cc1	4
COc1cccc(-c2nnc3n2N=C(c2ccc(Cl)cc2)CS3)c1	2

Ordered by formula weight (rising): 4 of the compounds above.
structure	CCHF vOTU inh
Cc1ccc(Cn2cc(COC(=O)N(C)Cc3ccccc3)nn2)cc1	1
COc1ccc(-n2c(SCc3nc4ccccc4[nH]3)nc3ccccc3c2=O)cc1	0
CCNC(=O)N1CCN(c2ccc(N3CCN(C(=O)NCC)[C@H](C)C3)c(C)c2)[C@H](C)C1	10
O=S1(=O)c2ccc(Br)cc2OC[C@@H](Cc2ccccc2)N1Cc1cn(Cc2ccc(Cl)cc2)nn1	6

(listing goes on)
structure	CCHF vOTU inh
CCCC[C@H](C(=O)N(C)c1ccccc1)[C@@H](O)c1ccc(Cl)cc1	10
CCCCCN1CCCCC(NC(=O)c2c(F)cccc2F)C1=O (configuration not stated)	-4
COC(=O)C1C(c2ccc(F)cc2)CC2CCC1N2C (configuration not stated)	1
CCC(c1c[nH]c2ccccc12)c1cn(C)c2ccccc12 (configuration not stated)	-1
CC(C)C(C#CC1CC1)NCc1ccc2c(c1)OCO2 (configuration not stated)	4
OC(c1ccccc1)(c1ccccc1)C1CCN(CCCOc2cccc(C(F)(F)F)c2)CC1	22
CC1(C)OC(=O)C2=C(CC(CCc3ccccc3)OC2c2ccc(Cl)c(Cl)c2)O1 (configuration not stated)	5
O=C(c1cc(Br)cc(Br)c1)N1CCC(Oc2cccnc2)CC1	-5
Cc1csc(-c2nc3ccccc3n2C(C(=O)NC(C)(C)C)c2ccccc2)c1 (configuration not stated)	8
CCOC(=O)[C@@H]1CSCCS(=O)(=O)N1C(=O)[C@H](CC(C)C)NC(=O)OC(C)(C)C	5
O=C(OCc1cn(Cc2ccc(F)c(F)c2)nn1)N1CCCC1	-4
C#CCNC(=O)C[C@@H]1C(=O)N(Cc2ccc(OC)cc2)C2=CCN(C(=O)OC(C)(C)C)C[C@]21C(=O)OCC	2
CCOC(=O)N1CCN(C(=O)C[C@@H]2C[C@@]3(C(=O)OCC)CCCC=C3N(Cc3ccccc3)C2=O)CC1	2
CCCCc1nnn2c1C1c3cc(-c4cccnc4)ccc3CCN1C(=O)C2 (configuration not stated)	21
O=S1(=O)c2ccc(Br)cc2OC[C@H](Cc2ccccc2)N1Cc1cn(CCC2OCCO2)nn1	2
CC(=O)N1CCCN(S(=O)(=O)c2ccc3c(c2)n(C)c(=O)c(=O)n3C)CC1	-5
O=C(Nc1ccc2c(c1)OCCO2)C(C1CC1)n1c(=O)c(-c2ccccc2)nc2ccccc21 (configuration not stated)	2
CCOC(=O)[C@]12CCCC3=C1N(CCC3)C(=O)[C@@H](CC(=O)NCC1CCCCC1)C2	3
